Screens as filed in PubChem BioAssay.
HP1b binding inh: HTS for Inhibitors of HP1-beta Chromodomain Interactions with Methylated Histone Tails; AlphaScreen HP1-beta / biotin-H3K9me3 peptide binding; Potency, µM (titrated, usually from 114 µM), for the others: top-dose activity change, negative = inhibition, hits mostly inhibitors; hit rate 0.56% among 390,000; also: potency is read from the fitted curve at half-maximal effect; nearly all actives have a fitted effect of over 70% in size; inactives centre near 23
Target sequence (P83916 whole entry, looked up): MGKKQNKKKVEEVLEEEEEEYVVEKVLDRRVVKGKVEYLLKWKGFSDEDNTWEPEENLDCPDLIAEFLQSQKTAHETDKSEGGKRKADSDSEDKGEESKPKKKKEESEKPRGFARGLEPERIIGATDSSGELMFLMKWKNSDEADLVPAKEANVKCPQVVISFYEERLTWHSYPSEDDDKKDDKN
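HP1-beta protein (50 nM final) preincubated 30 min at room temperature with biotinylated H3(1-18)K9me3 peptide (50 nM) in PBS pH 7.4, 0.01% Tween-20, then compound added for 30 min. AlphaScreen streptavidin donor/nickel chelate acceptor beads (10 ug/mL final), 30 min dark, luminescence read.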
PI4K2A block: qHTS for small molecular inhibitors of PI4K2A; purified PI4K2A, ADP-Glo luminescence, 1 h; hits give low values; activity change, negative = inhibition, % at 76.9 µM; hit rate 0.13% among 420,000; AID 1346378, 2018; in the data active = activity change below about -50%; inconclusive = mostly about -30% to -49%;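 also: -100% = wells without enzyme as full effect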
Target sequence (Q9BTU6 whole entry, looked up): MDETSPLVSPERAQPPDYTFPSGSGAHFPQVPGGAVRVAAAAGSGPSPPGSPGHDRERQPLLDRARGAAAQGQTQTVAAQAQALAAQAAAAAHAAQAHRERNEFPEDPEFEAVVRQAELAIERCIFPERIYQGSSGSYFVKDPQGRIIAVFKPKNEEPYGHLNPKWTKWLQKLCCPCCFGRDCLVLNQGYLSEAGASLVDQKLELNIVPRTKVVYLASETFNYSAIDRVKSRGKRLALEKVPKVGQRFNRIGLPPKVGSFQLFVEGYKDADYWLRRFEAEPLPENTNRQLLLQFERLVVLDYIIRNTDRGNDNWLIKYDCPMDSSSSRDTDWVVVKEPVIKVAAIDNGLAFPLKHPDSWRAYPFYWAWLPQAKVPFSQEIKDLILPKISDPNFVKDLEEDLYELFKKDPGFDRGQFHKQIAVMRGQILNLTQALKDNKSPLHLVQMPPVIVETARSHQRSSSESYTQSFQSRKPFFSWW
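ADP-Glo luminescence measured ADP generated by PI4K2A enzyme (4 ug/mL before mixing) with 1.2 mM PI substrate (pre-mix) and 300 microM ATP (pre-mix). Tris pH7.5 buffer with MgCl2, Triton X-100; 1 h reaction at ambient temperature.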
Pin1 inhibitor: qHTS Assay to Find Inhibitors of Pin1 | Peptidyl-prolyl cis-trans isomerase NIMA-interacting 1 (Homo sapiens), Q13526 | Pin1 FP peptide displacement, HiFluor488, 10 min | Potency, µM (doses to about 115 µM), for inactives: at the highest dose activity, negative = inhibition, actives largely listed as inhibitors | hit rate 0.009% among 390,000 | AID 504891, 2011; active = well fitted inhibition curve with a large enough effect in the polarisation, with a control signal flat, not every such curve was filed as active; inconclusive = small, poorly fitted or top-dose-only effect, or effect the other way, or a change in a side signal; inactive = no such curve, though single readings can be large or run the other way; the % refers to the polarisation; also: potency is read from the fitted curve at half-maximal effect; % is scaled to controls: 0 for no effect and ±100 for the full control effect
Target sequence (Q13526 whole entry, looked up): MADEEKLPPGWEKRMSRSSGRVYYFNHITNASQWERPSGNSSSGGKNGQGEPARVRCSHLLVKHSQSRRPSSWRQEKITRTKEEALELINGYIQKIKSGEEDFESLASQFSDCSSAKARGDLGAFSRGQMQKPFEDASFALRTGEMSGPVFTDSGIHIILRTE
G9a block: qHTS Assay for Inhibitors of Histone Lysine Methyltransferase G9a; hit rate 8.8% among 350,000; G9a H3K9 monomethylation, AlphaScreen, 2 h; Potency, µM (series often up to 102 µM), for inactives: at the top dose activity, negative = inhibition, actives largely listed as inhibitors; AID 504332, 2011; Histone-lysine N-methyltransferase EHMT2 (Homo sapiens), Q96KQ7; also: potency is read from the fitted curve at half-maximal effect; % is scaled to controls: 0 for no effect and ±100 for the full control effect; nearly all actives have a fitted effect of over 75% in size
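Step 1: enzyme (final 20 nM) with compound, 15 min RT. Step 2: substrate peptide 500 nM and SAM 20 uM, 2 h RT. Step 3: anti-H3K9me1 antibody and AlphaScreen beads, 10 min, then plate read.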
GLS inh: qHTS for Inhibitors of Glutaminase (GLS); GLS enzymatic activity, qHTS titration; hit rate 0.21% among 410,000; Potency, µM (top dose mostly 45.5 µM), for the others: top-dose activity change, negative = inhibition, usual class: inhibitors; also: potency is read from the fitted curve at half-maximal effect; % is scaled to controls: 0 for no effect and ±100 for the full control effect
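Two-point fluorescence kinetic (t0, 30 min RT) for hKGA; glutamate detected via glutamate oxidase–HRP–Amplex Red. Substrate: 1 mM L-glutamine solution; buffer 45 mM KH2PO4, pH 8.2.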
JMJD2A Tudor: qHTS Assay for Inhibitors of JMJD2A-Tudor Domain. Lysine-specific demethylase 4A (Homo sapiens), O75164. hit rate 4.4% among 390,000. AlphaScreen JMJD2A-Tudor / H3K4me3 peptide binding. Potency, µM (series often up to 114 µM), without a hit: at the highest dose activity change, negative = inhibition, hits mostly inhibitors; also: potency is read from the fitted curve at half-maximal effect; % is scaled to controls: 0 for no effect and ±100 for the full control effect; nearly all actives have a fitted effect of over 50% in size
BAZ2B block: qHTS Assay for Inhibitors of BAZ2B | Bromodomain adjacent to zinc finger domain protein 2B (Homo sapiens), Q9UIF8 | AlphaScreen BAZ2B-H3K14Ac peptide displacement | Potency, µM (doses to about 114 µM), for the others: at the top dose activity change, negative = inhibition, usual class: inhibitors | hit rate 4.4% among 360,000; also: potency is read from the fitted curve at half-maximal effect; % is scaled to controls: 0 for no effect and ±100 for the full control effect; nearly all actives have a fitted effect of over 60% in size
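Compounds, titrated to a top concentration of 110 uM, were incubated 30 min at room temperature with preformed BAZ2B/acetyl-K14 H3 peptide complex (50 nM each). Proximity signal was measured by AlphaScreen after 20 min with beads.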
Tb PGK inh: qHTS Assay to Find Inhibitors of Phosphoglycerate Kinase | Phosphoglycerate kinase, glycosomal (Trypanosoma brucei brucei), P07378 | PGK/GAPDH coupled, Kinase-Glo luminescence, 60 min | Potency, µM (doses to about 57.5 µM), without a hit: at the top dose activity change, negative = inhibition, hits mostly inhibitors | hit rate 0.043% among 380,000 | AID 602233, 2012; also: potency is read from the fitted curve at half-maximal effect; % is scaled to controls: 0 for no effect and ±100 for the full control effect; nearly all actives have a fitted effect of over 60% in size
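Recombinant glycosomal PGK reaction used 1,3-bisphosphoglycerate generated in-well by GAPDH (100nM final) in 100mM TEA pH 7.6, 5mM MgCl2, 0.01% Tween-20. After 60 minutes at room temperature, ATP was read by Kinase-Glo Plus luminescence end-point.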
ERG-DNA inh: qHTS for Small Molecule Inhibitors of the ERG Ets/DNA interaction. Transcriptional regulator ERG (Homo sapiens), P11308. fluorescence polarization, His-ERG Ets domain / labelled DNA. Potency, µM (top dose mostly 76.9 µM), for the others: at the highest dose FP activity, negative = inhibition, actives largely listed as inhibitors. hit rate 0.028% among 370,000; active = well fitted inhibition curve with a large enough effect in the polarisation, with a control signal flat; inconclusive = small, poorly fitted or top-dose-only effect, or effect the other way, or a change in a side signal; inactive = no such curve, though single readings can be large or run the other way; the % refers to the polarisation;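 also: polarization taken with two DNA probes labelled with fluorescein and Texas red; potency is read from the fitted curve at half-maximal effect; % of control where 0% means no effect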
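His-tagged ERG Ets domain (1 uM in the protein solution; 300mM KCl, 50mM Tris-HCl, 1mM EDTA, 1mM DTT, pH 7.5) received compound, then a probe mix of 5 nM fluorescein-DNA and 100nM Texas-615-DNA. Fluorescence polarization was read for both dyes.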
Active calls of the source: *; i = inactive; ? = inconclusive; / = not tested or not shown; & = joins results of further samples; ! = repeats disagree; [ ] = dose if it differs, or a comment. Unless noted, calls follow the shape of the dose curve; as a rule, active = well fitted curve in the direction sought with a large enough effect; inconclusive = small, poorly fitted or top-dose-only effect, or another doubt; inactive = no such curve, though single readings can be large; an effect the other way counts as inactive or inconclusive.

Below each SMILES: HP1b binding inh	PI4K2A block	Pin1 inhibitor	G9a block	GLS inh	JMJD2A Tudor	BAZ2B block	Tb PGK inh	ERG-DNA inh
NC(=S)NNC(=O)Nc1ccc(Cl)c(Cl)c1
→ 13%	2	2%	?	9%	?	-20%	-7%	-6%
COc1cc(OC)nc(NC(C)=O)n1
→ 28%	0	4%	/	1%	3%	8%	-1%	3%
COc1ccc(-c2nnc(SC(C(=O)c3c[nH]c4ccccc34)c3ccccc3)n2N)cc1OC (stereo not drawn)
→ 2%	1	47%[activator]	8.9µM*	11%	?	-39%	-1%	4%
Cc1cccn2c(=O)c(/C=C(\C#N)S(=O)(=O)c3ccccc3)c(N3CCN(Cc4ccccc4)CC3)nc12
→ 18%	1	-16%	-2%	1%	-24%	-24%	1%	-4%
Cc1ccc2c(CC(=O)OCc3cc(=O)n4c(n3)sc3ccccc34)coc2c1
→ -8%	-15	?	-2%[12.7 µM]	-23%	7%[11.4 µM]	?	-10%	-17%
CCn1c(=O)cc(OCC(=O)N2CCN(c3ccccc3OC)CC2)c2ccccc21
→ 31%	6	-10%	-32%[59 µM]	6%	-12%	-16%	-9%	-9%
O=C(NCCC(=O)N1CCN(c2ccccc2O)CC1)c1ccc(Br)cc1
→ 6%	5	-2%	?	26%	-14%	4%	4%	0%
CCOc1ccc(CNC(=O)Cn2c(=O)c3cccn3c3ccc(F)cc32)cc1
→ 25%	4	-5%	-11%[59 µM]	-16%	-6%	?	1%	-3%
NS(=O)(=O)c1ccc(NC(=O)/C=C/c2ccccc2Cl)cc1
→ 20%	-7	20%	-4%	-4%	1%	-1%	i	-4%
C=CCn1c(SCc2nc3ccccc3c(=O)[nH]2)nc2scc(C3CC3)c2c1=O
→ 15%	-3	?	-3%	-1%	-9%	8%	-2%	-2%
CC(=O)c1ccc(NC(=O)c2ccn(C(=O)OCC(C)C)n2)cc1
→ 3%	-18	-6%	4%[59 µM]	-5%	-13%	2%	-17%	0%
COC(=O)C1CC2=C(CCCC2=O)NC1=O (stereo not drawn)
→ 56%[activator]	1	1%	/	3%	-6%	/	1%	5%
NCCCNc1nc(N)c([N+](=O)[O-])c(NC2CCCCC2)n1
→ 9%	-4	-5%	-12%	-2%	-21%	4%	-3%	6%
O=C(Nc1c(C(=O)N2CCOCC2)cnn1-c1ccccc1)c1ccco1
→ 17%	8	-10%	33%[12.7 µM]	-7%	-1%	7%	0%	1%
COc1ccc(-n2c(COc3ccc(C)cc3)n[nH]c2=S)cc1
→ 16%	-4	2%	/	-8%	-37%	2%	-4%	0%
NNC(=O)c1sc(-c2ccc(Cl)cc2)cc1N
→ 31%	-2	?	6%	5%	-26%	/	i	12%
Cc1onc(-c2ccccc2Cl)c1C(=O)Nc1sc2c(c1C#N)CCC2
→ ?	-7	?	10µM*	/	?	-32%	5%	4%
O=[N+]([O-])c1ccc(S(=O)(=O)N(CCCN2CCOCC2)Cc2cccs2)cc1
→ 7%	-1	5%	35µM*	-9%	79µM*	50µM*	9%	-3%
CC(=O)c1ccc(NC(=O)c2cc(Cl)sc2Cl)cc1
→ 30%	3	6%	24%	-1%	6%	5%	-8%	-5%
CC1(C)Cc2cccc(OCC(=O)Nc3cccnc3Cl)c2O1
→ 33%	-2	0%	-9%	-1%	1%	7%	6%	5%
CCc1ccccc1NC(=O)CN(C)C(=O)CSc1nn(-c2ccccc2)c(=S)s1
→ 28%	-1	-2%	10%[59 µM]	-2%	-9%	3%	i	-3%
O=c1[nH]c(NNC(=S)NCc2ccccc2)nc2c1C1(CCCCC1)Cc1ccccc1-2
→ ?	-2	37%[activator]	20µM*	12%	?	?	/	5%
O=C(O)CCc1ccc(-c2ccccc2)n1-c1ccc(C(=O)O)cc1
→ 25%&21%	0&-1	?	14µM*!	-7%&20%	-31%&-32%	-5%&-19%	i	9%&3%
Cc1cc(NCCCN2CCOCC2)n2nc(C)c(-c3ccccc3)c2n1
→ -14%	6	-6%	-7%	0%	-32%	14%	-18%	-9%
CCOc1ccc(NC(=O)Cn2c(=O)n(CCc3ccccc3)c(=O)c3c4c(sc32)CN(C(C)=O)CC4)cc1
→ 45%[activator]	-3	82%[activator]	15%[59 µM]	-2%	5%	4%	i	3%
COc1ccc2c(c1)CCc1c(C(=O)Nc3ccc(OC)cc3OC)noc1-2
→ 12%	-3	0%	-3%[59 µM]	1%	-20%	-11%	12%	4%
Cc1ccc(SCCNC(=O)CN(c2cccc(C)c2C)S(C)(=O)=O)cc1
→ 1%	5	-1%	0%[59 µM]	-7%	-13%	2%	1%	-1%
Cc1ccc(CSc2nnc(NC(=O)Cn3cnc4ccccc4c3=O)s2)cc1
→ 49%[activator]	-1	46%[activator]	/	2%	-10%	-2%	-6%	14%
CC(=O)N/C(=C\c1ccccc1)C(=O)Nc1ccc(O)cc1
→ 11%	0	0%	-4%	?	-20%	1%	-3%	-7%
O=C(NCCC1CCCCN1S(=O)(=O)c1cccs1)C(=O)Nc1ccc(F)cc1F (stereo not drawn)
→ 17%	1	0%	-3%[0.501 µM]	1%	-1%	32%[activator]	-7%	11%
CCCc1nn2c(=O)cc(COC(=O)c3cccc(NC(=O)c4cccs4)c3)nc2s1
→ -3%	0	-10%	6%[59 µM]	8%	-22%	-23%	-3%	5%
CCOc1ccc2nc(Cl)c(C3CC(c4ccccc4)=NN3C(=O)c3cccs3)cc2c1 (stereo not drawn)
→ 59%[activator]	-4	-2%	-2%[59 µM]	-8%	-6%	22%	i	8%
O=C(c1cccnc1)N1CCN(Cc2ccc3c(c2)OCO3)CC1
→ ?	5	-6%	?	3%	6.3µM*	50µM*	-8%	5%
CCCCN(CC)Cc1ccc(CNC(=O)Nc2ccc(OC)cc2OC)o1
→ 30%	-3	1%	18%[59 µM]	31%[activator]	-26%	1%	i	1%
CCc1cc(=O)oc2cc(O[C@@H]3O[C@H](CO)[C@@H](O)[C@H](O)[C@H]3O)c(Cl)cc12
→ 30%	-3	-5%	12%	0%	5%	-11%	-1%	-8%
Cc1cccc(C(=O)OCCN2CCOCC2)c1
→ 36%	3	2%	/	-2%	-4%	13%[0.457 µM]	5%	-5%
CCn1cc(CN2CCC(n3nccc3NC(=O)c3ccc4c(c3)OCO4)CC2)c(C)n1
→ 12%	2	1%	/	8%	-15%	3%	i	-7%
CC(=O)Nc1ccc(NC(=O)C(C)OC(=O)/C=C/c2cnc3ccccc3n2)cc1 (stereo not drawn)
→ 37%[activator]	5	-1%	13%[12.7 µM]	-15%	-34%	-15%	-1%	19%
COc1cc(/C=N/NC(=O)c2cc(-c3cccc(OC(C)C)c3)nc3ccccc23)ccc1O
→ 30%	0	6%	/	?	-13%	/	3%	-2%
O=C(NCC(=O)N1CCN(C/C=C/c2ccccc2)CC1)c1ccc(OC(F)F)cc1
→ 36%	1	3%	1%[59 µM]	7%	-12%	1%	5%	8%
CCOCCCn1c(=S)[nH]c2cc(C(=O)NCC(OC)OC)ccc2c1=O
→ 48%[activator]	-2	7%	25µM*	1%	-18%	?	4%	-1%
O=C(NNC(=S)Nc1cccc(C(F)(F)F)c1)c1cccc(Cl)c1
→ ?	1	-2%	?	?	-33%	-28%	6%	-1%
Cc1ccccc1Nc1nc(N)nc(CN2CCN(Cc3ccc4c(c3)OCO4)CC2)n1
→ 16%	-1	-7%	-33%	-18%	-30%	?	-10%	-14%
Cc1ccc(NC(=O)CN2CCN(CCN=CC3=C(O)CC(c4ccc(C)cc4)CC3=O)CC2)cc1 (stereo not drawn)
→ 15%	2	-10%	-5%	-20%	-27%	-31%	2%	4%
Cc1ccc(S(=O)(=O)NNC(=O)c2ccncc2)cc1[N+](=O)[O-]
→ 21%	-3	-4%	50µM*	11%	4µM*	-30%	-4%	6%
Cc1ccc(C(=O)NC(=S)N2CCN(C)CC2)cc1
→ 7%	-4	0%	32%[2.33 µM]	21%	-17%	?	-4%	-2%
C/C(=N\NC(=O)c1ccncc1)c1cccc(NC(=O)c2ccc(Cl)s2)c1
→ 25%	-2	-1%	17%	15%	-8%	-23%	-2%	1%
